# ELG1 repair inh: blocks ELG1-dependent DNA repair in HEK293T cells. HEK293T ELG1-luciferase reporter, luminescence, 16 h; DNA damage induced by 5-fluorouridine. Potency, µM (highest dose often 46.1 µM), for inactives: at the top dose activity change, negative = inhibition, usual class: inhibitors. 330,000 compounds, 2.3% hits; note: potency is the fitted concentration of half-maximal effect; % is set by controls: 0 for no effect and ±100 for the full control effect; nearly all actives have a fitted effect of over 55% in size
#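 5-Fluorouridine DNA damage + compound/DMSO, 2,000 cells/well, 16 h, 37 °C/5% CO2. ONE-Glo, 30 min RT, luminescence. Readout = decrease in reporter signal.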
# KCNH2 3.1 inh: inhibitors of human KCNH2 3.1 potassium channel isoform; 340,000 compounds, 0.95% hits; U2OS KCNH2 3.1, thallium flux FluxOr; stronger effect = lower value; AID 720553; activity change, % (tested at about 1.8 µM);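 active = maximum activity change below -70%; inconclusive = maximum activity change from -70% to -50%; inactive = maximum activity change above -50%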;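 note: thallium influx rate constant from kinetic fluorescence after stimulation buffer; % is set by controls: 0 for no effect and ±100 for the full control effect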
#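 Steps: virus added to U2OS suspension (4 h, RT, dark); medium with 10% FBS added, cells plated, 37 C overnight; FluxOr/Red40 loading buffer 45 min RT; stimulation buffer, 2 min kinetic read; rate constant normalized.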
# Eya2 phos inh: blocks the phosphatase activity of human Eya2; O00167; recombinant Eya2, OMFP fluorescence dephosphorylation (OMFP is methylfluorescein phosphate); Potency, µM (top dose mostly 76.9 µM), for the others: top-dose activity, negative = inhibition, most hits filed as inhibitors; 330,000 compounds, 0.006% hits; note: potency is the fitted concentration of half-maximal effect; % is set by controls: 0 for no effect and ±100 for the full control effect
# Target sequence (O00167 whole entry, looked up): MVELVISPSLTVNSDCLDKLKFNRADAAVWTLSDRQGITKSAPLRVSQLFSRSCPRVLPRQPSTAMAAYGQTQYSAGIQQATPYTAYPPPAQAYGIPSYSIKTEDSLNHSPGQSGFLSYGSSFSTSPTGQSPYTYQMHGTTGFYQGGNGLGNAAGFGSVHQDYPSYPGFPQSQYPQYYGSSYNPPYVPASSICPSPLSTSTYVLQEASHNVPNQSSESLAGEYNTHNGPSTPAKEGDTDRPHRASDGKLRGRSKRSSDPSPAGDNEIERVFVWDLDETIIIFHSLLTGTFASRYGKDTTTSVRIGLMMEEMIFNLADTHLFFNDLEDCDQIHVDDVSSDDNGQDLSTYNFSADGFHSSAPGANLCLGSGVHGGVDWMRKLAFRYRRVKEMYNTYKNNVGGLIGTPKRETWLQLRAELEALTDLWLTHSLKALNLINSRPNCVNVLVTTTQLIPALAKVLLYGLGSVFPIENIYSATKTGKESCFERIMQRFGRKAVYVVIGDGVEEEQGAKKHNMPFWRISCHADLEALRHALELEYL
#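 Eya2 protein (added as 0.2 uM solution) was preincubated with compound for 10 min at ambient temperature in 50 mM HEPES pH 7.5, 50 mM NaCl, 5 uM MgCl2, 0.05% BSA, 1 mM DTT. OMFP (added at 50 uM) then reacted 10 min; fluorescence read at 485/525 nm.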
# A-T KAP1 phos: potential ataxia-telangiectasia treatment | 320,000 compounds, 0.19% hits | Potency, µM (top dose mostly 57.5 µM), for the others: at the highest dose activation, usual class: activators | […] A-T fibroblasts, KAP-1 phosphorylation AlphaLISA; neocarzinostatin DNA damage 30 min before lysis; note: potency is the fitted concentration of half-maximal effect; % of control where 0% means no effect; nearly all actives have a fitted effect of over 45% in size
#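 ATM-like activity read as KAP-1 phosphorylation via AlphaLISA donor/acceptor antibody pairs after lysis and 6 hr at 25C. Cells were ATM-null patient fibroblasts ([…], hTERT), dosed 60 min, then exposed to the DSB inducer NCS for 30 min.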
# TCR act: activators of T cell receptors; primary human leukocytes, anti-CD3, IL-2 HTRF, 48 h; Potency, µM (titrated, usually from 9.22 µM), for inactives: at the highest dose activation of IL-2 secretion, actives largely listed as activators; 330,000 tested, under 10 active; AID 504894; note: % of control where 0% means no effect
#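 Readout: HTRF IL-2, Eu-cryptate/d2 antibody pair, 320nm excitation, 665nm emission. Stimulus: a-CD3 beads, no co-stimulation. Cells: primary human leukocytes. Exposure: 48 hr with compound.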
# USP2a block: blocks human ubiquitin-specific protease USP2a; O75604; USP2 core, Ub-CHOP2 coupled fluorogenic reporter, 485/531; Potency, µM (highest dose often 38.3 µM), for the others: at the highest dose activity change, negative = inhibition, usual class: inhibitors; 330,000 compounds, 0.01% hits;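 note: potency is the fitted concentration of half-maximal effect; plate controls were DMSO wells for no effect and full inhibition by NEM control for full effect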
# Target sequence (O75604 whole entry, looked up): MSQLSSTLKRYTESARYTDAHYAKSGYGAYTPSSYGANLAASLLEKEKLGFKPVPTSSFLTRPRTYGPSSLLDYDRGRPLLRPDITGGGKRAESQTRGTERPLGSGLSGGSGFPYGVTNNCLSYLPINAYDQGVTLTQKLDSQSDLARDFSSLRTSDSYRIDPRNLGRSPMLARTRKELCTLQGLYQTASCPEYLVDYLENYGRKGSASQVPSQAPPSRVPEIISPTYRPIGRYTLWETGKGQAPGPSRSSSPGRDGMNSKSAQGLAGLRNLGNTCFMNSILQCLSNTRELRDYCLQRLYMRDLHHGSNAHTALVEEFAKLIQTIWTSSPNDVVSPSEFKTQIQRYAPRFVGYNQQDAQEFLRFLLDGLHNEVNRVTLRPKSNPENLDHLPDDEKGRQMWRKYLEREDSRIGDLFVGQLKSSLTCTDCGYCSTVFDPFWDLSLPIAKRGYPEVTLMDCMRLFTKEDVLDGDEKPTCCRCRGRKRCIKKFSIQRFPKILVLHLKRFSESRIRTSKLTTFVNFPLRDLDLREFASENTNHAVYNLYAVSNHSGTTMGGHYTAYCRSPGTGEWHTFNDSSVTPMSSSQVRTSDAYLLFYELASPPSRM
#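 Deubiquitinase activity read as fluorescence (485/531 nm) after Ub-CHOP2 cleavage activates the enterokinase reporter on its substrate; USP2 core 10nM, Ub-CHOP2 and substrate 25nM each, 30min compound preincubation then 60min RT; data normalized to NEM, curves fitted.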
# TSHR antagonist: blocks TSH signaling through the human TSH receptor. activity change, negative = inhibition, % at 11.5 µM. TSHR-expressing cells, TSH-stimulated cAMP HTRF, 2 h; stronger effect = lower value. 330,000 compounds, 0.2% hits;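 active = activity change below a set negative limit, meaning inhibition stronger than a set level, cut at about -70% in these data; inconclusive = activity change between two set negative limits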; note: % is set by controls: 0 for no effect and ±100 for the full control effect
#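 Cell-based HTRF cAMP assay; TSHR cells + compound, TSH EC80 (4nM final), 2 h, 37 deg C. Lysis with anti-cAMP cryptate and cAMP-d2, 30 min RT, read 665/620 nm.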
# hERG WT inh: KCNH2 (human, wildtype) channel inhibition. Q12809. U2OS, BacMam KCNH2, thallium flux FluxOr; stronger effect = lower value. activity change, % at 1.84 µM. 340,000 compounds, 0.37% hits;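 active = maximum activity change below -70%; inconclusive = maximum activity change between -70% and -50%; inactive = maximum activity change above -50%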; note: % is set by controls: 0 for no effect and ±100 for the full control effect
#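 U2OS cells transduced with wild-type KCNH2 virus are loaded with FluxOr dye for 45 min, and thallium flux is measured in kinetic reads before and after stimulation buffer. Rate constants are normalized to DMSO controls.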
# TRPV1 agonist: human TRPV1 agonism; Q8NER1; TRPV1-expressing cells, Fluo-8 calcium influx, agonist mode; activation, % at 8.33 µM; 320,000 compounds, 0.19% hits; in the data active = activation above about 80%; inconclusive = between about 30% and that limit; note: 0% is about no effect
#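 TRPV1-expressing cells were cultured overnight at 35.5C and loaded with Fluo-8 calcium dye for 40 to 90 min at room temperature. After a 10 s baseline, compound was added and calcium influx was read kinetically for 3 min (ex 480/em 520 nm).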
# Mito fusion yeast: blocks mitochondrial division or promotes mitochondrial fusion; S. cerevisiae fusion-defective mutant growth rescue, CellTiterGlo 48 h; 320,000 compounds, 0.23% hits; AID 485298; Potency, µM (doses to about 46.1 µM), for the others: at the top dose growth rescue (activation), actives largely listed as activators;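 note: potency is the fitted concentration of half-maximal effect; % of control where 0% means no effect; nearly all actives have a fitted effect of over 45% in size; temperature-sensitive fusion mutants such as fzo1-1 at 37 °C on non-fermentable ethanol glycerol medium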
#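 Growth-rescue viability read-out: after 48 h at the non-permissive 37C in glycerol/ethanol YPEG, yeast mitochondrial fusion mutants are measured by CellTiterGlo luminescence; compounds (23 nl pinned per well) restoring growth score as division inhibitors or fusion activators.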
# An asterisk follows results filed as active; ? = inconclusive; . = not tested or not shown; [ ] = another dose, or the depositor's remark. Unless noted, calls come from the whole dose curve; as a rule, active = well fitted curve in the direction sought with a large enough effect; inconclusive = small, poorly fitted or top-dose-only effect, or another doubt; inactive = no such curve, though single readings can be large; an effect the other way counts as inactive or inconclusive.
SMILES,ELG1 repair inh,KCNH2 3.1 inh,Eya2 phos inh,A-T KAP1 phos,TCR act,USP2a block,TSHR antagonist,hERG WT inh,TRPV1 agonist,Mito fusion yeast
C/C(=N/NC(=O)CNC(=O)c1ccco1)c1ccco1,2%,8,-11%,7%,-1%,6%,-2,-5,-3,-6%
O=S(=O)(c1cccc(-c2n[nH]c(=S)n2-c2ccc(OC(F)(F)F)cc2)c1)N1CCOCC1,?,4,-23%,0%,2%,0%,.,-1,.,.
CC(C)Sc1nnc(Nc2ccccc2)s1,?,-26,4%,6%,2%,0%,4,-3,?,2%
Cc1[nH]nc(NNC(=O)c2ccccc2)c1[N+](=O)[O-],11%,-1,-4%,-1%,-12%,0%,-9,-5,2,-1%
Cc1ccc(Cl)cc1NC(=O)COC(=O)CC1CC2CCC1C2 (stereo not drawn),0%,-7,-15%,-4%,-13%,0%,-5,9,22,?
CCC(C)(C)NC(=O)C(c1ccccc1Cl)N(C(=O)CCC(=O)Nc1cc(C)on1)c1ccc(NC(C)=O)cc1 (stereo not drawn),5%,5,2%,1%,2%,-1%,-13,-7,1,3%
CS(=O)(=O)c1cccc(C(=O)OCCCC(=O)c2ccccc2)c1,11%,-7,6%,-5%,3%,4%,.,-7,.,.
Cc1ccc(S(=O)(=O)N2CCN(c3ccc([N+](=O)[O-])cn3)CC2)cc1,-6%,-23,-1%,0%,-3%,3%,6,39,-1,2%
CCCCc1nnc(NC(=O)CSc2nc(=O)cc(N)n2-c2cccc(C)c2)s1,18%,1,3%,-7%,1%,2%,-1,-10,-4,-3%
N#Cc1c(Nc2ccccc2)c(/C=N/NCCO)c[nH]c1=O,6%,-7,15%,-3%,-5%,0%,-3,-9,-3,-1%
COc1ccc(C(=O)Nc2ccccc2N2CCOCC2)cc1Br,-9%,-9,-2%,1%,-6%,3%,-3,-30,20,-6%
CC(C)CNC(=O)/C=C/C=C/c1ccc2c(c1)OCO2,?,-10,7%,-5%,8%,-1%,10,-8,.,.
CC(=O)Nc1ccc(NC(=O)C2CCCN2C(=O)Nc2cccc(F)c2)cc1 (stereo not drawn),-2%,-4,?,-1%,1%,2%,9,-1,0,0%
COc1ccc(C(C(=O)NC2CCCC2)N(Cc2ccccc2)C(=O)c2nsc(Cl)c2Cl)cc1 (stereo not drawn),-13%,0,-19%,7%,-13%,2%,27,-15,?,?
Cc1ccccc1NS(=O)(=O)c1csc(C(N)=O)c1,0%,-23,-3%,8%,-8%,0%,5,-13,4,10%
Clc1ccc(-c2cn3c(n2)CCC3)cc1,?,-21,-2%,.,0%,2%,-6,-8,10,-3%
c1coc(CNc2nc3ccccc3n2CCN2CCOCC2)c1,6%,-14,-15%,-3%,1%,0%,-2,6,0,-5%
COC(=O)CCc1c(C)c(C(=O)c2ccco2)c2ccccn12,-5%,-4,-21%,-2%,3%,-2%,-6,4,-3,1%
Cc1cc(Oc2ccc(=O)n(C)n2)nc(SCC(N)=O)n1,?,10,-28%,0%,0%,1%,-2,0,1,0%
COc1ccccc1C1NC(=O)NC(C)=C1C(=O)OC1CCCCC1 (stereo not drawn),1%,8,-11%,2%,1%[46.1 µM],0%,13,-2,3,5%
CCCn1c(SCC(=O)Nc2nc(C)cs2)nnc1-c1cccnc1,1%,-10,-8%,-4%,7%,3%,-4,-5,-3,-5%
O=C(Nc1cccc(Cl)c1)c1ccc(Cn2cc(Cl)cn2)cc1,?,-1,-5%,6%,6%[46.1 µM],0%,-16,-2,?,?
O=C1CC(N2CCN(S(=O)(=O)c3ccc(Cl)cc3)CC2)C(=O)N1CCc1ccccc1 (stereo not drawn),?,-18,-17%,-1%,1%[46.1 µM],-4%,0,10,10,7%
COc1ccc(Cc2noc(CN(C)CC(O)c3ccccc3)n2)cc1OC (stereo not drawn),1%,27,-8%,1%,-11%,0%,6,-5,?,2%
CCCCN(CCCC)C(=O)C1CC=CCC1C(=O)O (stereo not drawn),-1%,-1,-1%,-2%,0%,4%,-8,3,-2,4%
Cc1cccc(NC(=S)N(CCCN2CCOCC2)C(C)c2cc3ccccc3o2)c1C (stereo not drawn),6%,-1,-8%,-1%,10%,-5%,4,1,8,-1%[9.22 µM]
O=C(CCNS(=O)(=O)c1ccccc1)N1CCCC1,2%,10,-6%,12%,-9%,0%,10,-13,-1,2%
COc1cccc(OC)c1/C=C/C(=O)NC1CCCCC1,-9%,1,?,2%,.,-1%,-1,2,4,7%
Cc1ccc(S(=O)(=O)N/N=C/c2ccc3nccnc3c2)cc1,-17%,-30,15%,-2%,1%,1%,-3,-41,-2,-2%
Cc1ccc(-c2nnc(Nc3ccc4c(c3)nc(C)n4C)c3ccccc23)cc1,?,4,10%,-3%,.,2%,-1,15,-3,4%
O=C(Cn1cnc2c(cnn2-c2ccccc2)c1=O)N1CCN(c2ccc(F)cc2)CC1,-7%,-21,13%,0%,-6%,2%,2,0,17,-1%
Fc1ccc(-n2[nH]nnc2=S)cc1N1CCCC1,28%,-3,-6%,-2%,-2%,0%,-5,-4,4,6%
CCC(C)(C)NC(=O)/C=C/c1ccc(OC)c(S(=O)(=O)N2CCOCC2)c1,-1%,-2,0%,-6%,-1%[46.1 µM],2%,6,-4,-5,-1%
CC(C)OCCCNC(=O)c1ccc2c(c1)NC(=O)c1ccccc1S2,-9%,14,0%,-1%,1%,2%,-4,-10,25,-1%
COc1ccc(-n2cc(C#N)c(=O)[nH]c2=O)cc1,-4%,-1,6%,2%,5%,7%,7,-13,5,3%
Cc1ccc(S(=O)(=O)N(C)C)cc1NC(=O)C1Cc2ccccc2CN1C(=O)c1ccco1 (stereo not drawn),-3%,10,-7%,-8%,7%,0%,-5,4,4,-2%
Cc1cc(C)n(CCC(=O)N/N=C/c2ccc(Br)c([N+](=O)[O-])c2)n1,?,-2,2%,-62%[inhibitor],-4%,0%,-7,-2,-6,-2%
Clc1ccc(CN2CCCCCC2)cc1,-7%,5,-9%,1%,.,2%,2,-4,-1,-1%
O=C(NCCN1CCOCC1)Nc1ccccc1,15%,17,3%,1%,-13%,2%,-8,-11,2,0%
COc1ccc(C(=O)NCCC(C)C)cc1S(=O)(=O)N1CCOCC1,1%,-6,5%,4%,3%,1%,-7,6,7,-4%

# 2 consecutive records out of the list so far, for reference:
SMILES,ELG1 repair inh,KCNH2 3.1 inh,Eya2 phos inh,A-T KAP1 phos,TCR act,USP2a block,TSHR antagonist,hERG WT inh,TRPV1 agonist,Mito fusion yeast
O=C(NCCN1CCOCC1)Nc1ccccc1,15%,17,3%,1%,-13%,2%,-8,-11,2,0%
COc1ccc(C(=O)NCCC(C)C)cc1S(=O)(=O)N1CCOCC1,1%,-6,5%,4%,3%,1%,-7,6,7,-4%

# Later entries
SMILES,ELG1 repair inh,KCNH2 3.1 inh,Eya2 phos inh,A-T KAP1 phos,TCR act,USP2a block,TSHR antagonist,hERG WT inh,TRPV1 agonist,Mito fusion yeast
CC(NC(=O)CN(C1CCCCC1)S(C)(=O)=O)c1ccccc1 (stereo not drawn),-2%,-12,6%,3%,3%[46.1 µM],3%,0,-2,0,-6%
COC(=O)Cc1cc(=O)n2[nH]c(SC)nc2n1,0%,9,-7%,3%,-10%,3%,-8,-11,-4,2%
O=C(CNS(=O)(=O)c1ccc(Br)s1)N1CCN(C(=O)c2ccco2)CC1,0%,7,-19%,-9%,5%,2%,22,13,0,-3%
O=C(NC1CCCN(Cc2ccc(Cl)cc2)C1)c1c(F)ccc(F)c1F (stereo not drawn),-4%,-8,-4%,1%,0%,-1%,5,11,17,-2%
CCC(=O)N1CCc2cc(S(=O)(=O)CCC(=O)Nc3nc(C)cs3)ccc21,-25%,?,-1%,-1%,-2%[46.1 µM],-1%,7,19,-2,-2%
Cc1cc(C)c2c(N)c(C(=O)Nc3ccccc3F)sc2n1,?,-19,-6%,5%,-3%,0%,-9,-3,0,-1%
CCOc1ccc(NC(=O)CN(C)C(=O)Cc2c[nH]c3ccccc23)cc1OCC,4%,10,0%,-2%,-6%,-1%,11,4,-2,2%
Cc1ccc(C2(C)NC(=O)N(CC(=O)Nc3ccccc3N3CCCC3)C2=O)cc1 (stereo not drawn),3%,2,2%,?,2%,0%,26,-2,-12,11%
CCOC(=O)Cc1csc(NC(=O)c2ccc(OC)c(OC)c2)n1,-5%,3,22%,-5%,.,-1%,-12,-5,-1,-3%
Cc1ccccc1N(C(=O)Cc1cccs1)C(C(=O)NC1CCCCC1)c1cn(C)nc1C (stereo not drawn),-3%,3,-4%,6%,-2%[46.1 µM],7%,-26,2,14,-1%
CCOC(=O)c1cc(C(=O)c2ccccc2O)cn2c(=O)c3c(C)c(C)sc3nc12,7%,.,14%,-6%,.,1%,1,.,0,5%
Cc1cccc(C(=O)Nc2cccc(S(=O)(=O)NCc3ccco3)c2)c1,?,1,14%,-5%,6%,4%,28,7,21,0%
O=C1c2ccccc2C(=O)N1c1cccc2cccnc12,-6%,-5,3%,-4%,0%[46.1 µM],-1%,22,-12,-4,-1%

# Screening results deposited in PubChem by National Center for Advancing Translational Sciences (NCATS).

# Not all compounds are listed; count on the stated rates, not on these rows.
